Screening data as filed in PubChem.
ASAP1 inh – inhibitors of human ASAP1 ArfGAP activity. Q9ULH1. ASAP1-stimulated ARF1 GTP hydrolysis, GDP FP detection. inhibition, % at 16.5 µM. 360,000 tested, 0.19% active; in the data active means inhibition above about 25%;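 further: 0% = vehicle with enzyme and substrate and 100% = no enzyme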
Target sequence (Q9ULH1 325-724 limits assumed): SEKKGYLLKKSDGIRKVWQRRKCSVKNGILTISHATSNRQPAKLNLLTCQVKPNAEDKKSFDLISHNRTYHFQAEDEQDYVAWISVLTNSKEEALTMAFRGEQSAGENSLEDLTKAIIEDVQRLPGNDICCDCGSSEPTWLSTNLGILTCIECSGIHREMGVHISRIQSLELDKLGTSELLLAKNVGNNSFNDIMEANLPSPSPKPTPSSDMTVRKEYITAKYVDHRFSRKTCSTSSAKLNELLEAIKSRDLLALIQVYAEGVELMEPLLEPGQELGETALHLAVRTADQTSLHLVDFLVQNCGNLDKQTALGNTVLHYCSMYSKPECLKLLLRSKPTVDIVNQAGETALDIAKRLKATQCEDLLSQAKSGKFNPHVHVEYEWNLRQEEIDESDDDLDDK
DDE Tn6 FP inh – DD(E)-Tn6 binding inhibition, primary FP screen; P02675; Fibrin DD(E) TRITC-Tn6 fluorescence polarization displacement; inhibition, % at 8.3 µM; 370,000 tested, 0.21% active;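 active means inhibition above a per-campaign cutoff: mean of compounds within control limits plus 3 SD, cut at about 15% in these data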;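 further: 0% = median of all compound wells on the plate and 100% = blocking peptide control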
ADAM10 inh – inhibitors of human ADAM10 | O14672 | recombinant ADAM10, EDANS/DABCYL FRET peptide cleavage, 3 h | inhibition, % at 7 µM | 370,000 tested, 0.62% active | AID 720582;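 active means inhibition above a per-campaign cutoff equal to the mean of compounds falling between control-based bounds plus 3 SD, cut at about 20% in these data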;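 further: 0% = DMSO wells while the 100% control is not disclosed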
PLC-gamma1 inh – inhibitors of human phospholipase C gamma1. P19174. purified PLC-gamma1, fluorogenic substrate, fluorescence. inhibition, % at 12.2 µM. 370,000 tested, 0.84% active; in the data active means inhibition above about 9.5%
KLK7 zymogen act – proKLK7 (human) activation, primary screen; AID 652039; purified proKLK7, EDANS-DABCYL substrate fluorescence; 100% is mature enzyme control, 0% vehicle; activation, % at 7 µM; 370,000 tested, 0.9% active;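 active means activation above the mean of all tested compounds plus 3 SD, computed per campaign excluding outliers beyond control limits, cut at about 13% in these data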
Target sequence (P49862 whole entry, looked up): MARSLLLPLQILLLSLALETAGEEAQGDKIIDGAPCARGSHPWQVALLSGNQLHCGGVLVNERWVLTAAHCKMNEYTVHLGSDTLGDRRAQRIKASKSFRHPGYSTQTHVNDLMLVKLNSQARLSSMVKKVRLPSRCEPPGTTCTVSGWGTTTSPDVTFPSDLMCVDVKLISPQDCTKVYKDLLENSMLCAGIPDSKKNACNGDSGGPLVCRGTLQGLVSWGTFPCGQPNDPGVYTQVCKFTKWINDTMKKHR
TDP2 absorb – TDP2 (human) inhibition, absorbance primary screen; O95551; recombinant TDP2, T5PNP hydrolysis, p-nitrophenol absorbance 415 nm; inhibition, % at 12.8 µM; 370,000 tested, 0.34% active; AID 720702;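 active means inhibition above the mean of all tested compounds plus 3 SD, set per campaign, cut at about 25% in these data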;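 further: 0% = DMSO with enzyme and 100% = buffer with substrate but no TDP2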
Target sequence (O95551 whole entry, looked up): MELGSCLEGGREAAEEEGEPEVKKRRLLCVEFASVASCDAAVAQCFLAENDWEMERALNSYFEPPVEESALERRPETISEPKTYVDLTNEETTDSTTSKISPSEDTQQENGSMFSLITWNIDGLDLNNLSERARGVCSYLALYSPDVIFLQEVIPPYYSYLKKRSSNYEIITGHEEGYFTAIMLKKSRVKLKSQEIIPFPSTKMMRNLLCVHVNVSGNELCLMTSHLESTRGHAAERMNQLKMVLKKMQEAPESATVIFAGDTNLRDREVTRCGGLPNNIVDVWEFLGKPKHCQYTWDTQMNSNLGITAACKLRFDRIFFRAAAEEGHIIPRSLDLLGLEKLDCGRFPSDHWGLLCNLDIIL
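Material: recombinant human TDP2; quantity: TDP2 enzyme at 120 nM final; medium: Tris-HCl pH 7.5 with MgCl2; compound: single concentration, 12.8 µM nominal, with 1% DMSO; incubation: 2 h enzyme incubation at 37 °C; signal: epi absorbance; measure: percent inhibition; benchmarks: high control without enzyme, low control DMSO plus TDP2; repeats: singlicate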
ADAM17 inh – inhibitors of human ADAM17; P78536; recombinant ADAM17, EDANS/DABCYL FRET peptide cleavage; inhibition, % at 6.95 µM; 370,000 tested, 0.83% active;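 active means inhibition above the mean of compounds lying between control limits plus 3 SD, set per campaign, cut at about 8.5% in these data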;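 further: 0% = DMSO-only wells as the low control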
Tn7 DDE FP – disrupts Tn7 cyclic peptide binding to fibrin D-Dimer-E complex; FP displacement of FITC-Tn7 peptide from fibrin DD(E); 0% = median of compound wells per plate; inhibition, % at 8.3 µM; 370,000 tested, 0.13% active; AID 720508;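 active means inhibition above the mean of compounds falling within the control limits plus 3 SD of them, cut at about 14% in these data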;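 further: 0% = plate median of compound wells and 100% = 10 µM Aha-Tn7 peptide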
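System: human fibrin DD(E); quantity: Fibrin-DD(E) at 2 µM final; also added: fluorescent Tn7 probe at 0.1 µM; compound dosing: single nominal test concentration of 8.3 µM per compound; schedule: 10 min preincubation, 3 h with tracer, room temperature; detection: fluorescence polarization of the labelled Tn7 tracer; repeats: one replicate per compound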
LEDGF integ inh – blocks HIV-1 LEDGF/p75-dependent DNA integration | 370,000 tested, 0.64% active | inhibition, % at 3.7 µM | TR-FRET IN-LEDGF/p75 DNA integration, Eu/Cy5 | AID 743269;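 active means inhibition above the screen-wide mean plus 3 SD, cut at about 13% in these data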;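 further: signal is the Cy5 over europium emission ratio at 671 and 618 nm; 0% = plate median of compound wells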
ARFGAP1 inh – inhibitors of rat ARFGAP1 | Q62848 | Arfgap1-stimulated ARF1 GTP hydrolysis, GDP FP detection | inhibition, % at 16.5 µM | 360,000 tested, 0.26% active | AID 651572;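 active means inhibition above a per-plate limit, mean inhibition of low control wells plus 3 SD, cut at about 25% in these data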;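 further: 0% = DMSO wells with enzyme and 100% = wells lacking Arfgap1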
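System: truncated rat Arfgap1 GAP domain / Benchmarks: high control wells lacking Arfgap1, low control full reaction with DMSO / Times: compound-enzyme preincubation 20 min, reaction 120 min, detection 60 min, 25 °C / Repeats: one replicate per compound / Also added: human ARF1(Δ1-17)-GTP substrate / Measured by: Tracer-displacement fluorescence polarization with EDTA stop, 620/688 nm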
Starred values were filed as active, the others as inactive; . = not tested or not shown.

SMILES	ASAP1 inh	DDE Tn6 FP inh	ADAM10 inh	PLC-gamma1 inh	KLK7 zymogen act	TDP2 absorb	ADAM17 inh	Tn7 DDE FP	LEDGF integ inh	ARFGAP1 inh
Cc1ccc2c(c1)P(=O)(O)c1cc(C)ccc1O2	4	0	-8	-5	0.8	2	-4	-10	6	-2
Nc1cc(N)nc(SCC(=O)NNC(=O)c2ccc(Cl)cc2)n1	8	-2	6	0	-0.5	-4	-2	-4	0	8
O=S(=O)(c1ccc(N2CCOCC2)cc1)N1CCOCC1	-1	2	-1	0	-0.3	3	-4	8	-3	-9
CSc1nnnn1-c1ccc(C(=O)O)cc1	-18	13	-1	0	0.6	-2	4	-4	1	-10
Cn1c(=O)c2c(c3ccccc31)OC(C)(C)C=C2	1	-1	-55	-22	1.3	-6	-11	-3	6	3
CN(C(=O)Cn1nc(Cl)ccc1=O)C1CCCN(Cc2ccccc2F)C1 (centres undefined)	4	2	-10	1	0.0	-9	5	-3	-4	11
CCOc1ccc(N2C(=O)CC(N(CCc3ccc(OC)cc3)C(=O)/C=C/C(=O)O)C2=O)cc1 (centres undefined)	10	-7	-1	4	0.1	5	-1	4	0	-14
CCc1nnc(NC(=O)CN2CCN(Cc3cccc(F)c3)CC2)s1	-6	1	-2	0	-0.4	12	-3	4	-1	-10
O=C(NC1CCCCC1)C1CCN(C(=O)c2ccccc2Cl)CC1	2	-1	-7	-1	0.0	2	-5	7	-7	2
Cc1ccc(CNC(=O)COC(=O)c2ccc(Cl)c(N)c2)cc1	1	-4	-38	-28	0.2	-1	-8	3	2	0
CCN1C(=O)[C@H]2[C@@H](c3ccc(C)cc3)N3C(=O)N(c4ccccc4)C(=O)[C@@]3(C)[C@H]2C1=O	-11	-2	-7	-4	0.4	1	-3	-2	1	8
CCN(CC)c1nc(N)n(CCSC(=S)N(C)C)c(=O)n1	-5	6	3	-2	-0.1	-5	-2	8	-1	13
COc1ccccc1N1CCN(C2CCCN(Cc3ccc(Cl)cc3)C2)CC1 (centres undefined)	-5	4	6	-2	0.0	-11	-2	-3	3	0
COc1ccc(/C=N/NC(=O)c2cccc([N+](=O)[O-])c2)cc1OC(=O)c1ccccc1	5	-12	10	6	0.3	1	5	-1	-3	-5
Cc1cc(N/N=C2\CC(C)CC(C)(C)C2)nc2ccccc12 (centres undefined)	2	3	-17	-4	-0.8	-3	-4	-4	0	-7
O=C(NN1C(=O)C2C3C=CC([C@@H]2C1=O)C31CC1)c1ccccc1 (some centres undefined)	-4	2	4	0	0.3	-11	-3	5	-2	3
CCCCOc1cccc(C(=O)NC(=S)Nc2cccnc2)c1	-13	1	2	0	0.1	-4	-2	0	-4	-1
Cc1ccc(/C=N/N=C2/NC(=O)CS2)o1	-2	-1	0	7	0.0	4	5	-7	6	-4
COC(CN(C)C(C(=O)NC1CCCCC1)c1ccccc1)OC (centres undefined)	5	-2	-4	1	0.3	3	-5	7	-3	1
COc1ccccc1N1CCN(C(=O)CCN2C(=O)c3cccc4cccc(c34)C2=O)CC1	1	2	9	3	0.3	-9	-2	7	0	-2
CCN(c1cccc(C)c1)C1C(=O)c2ccccc2N1C(C)=O (centres undefined)	-8	-1	-59	-55	-15	3	-20	-4	-4	-1
O=C(OCC(=O)c1c[nH]c2ccccc12)c1cncc(Br)c1	7	-4	-3	-13	0.3	10	-1	-1	3	8
CCN1/C(=C/C=C/C=C/C=C/c2sc3ccccc3[n+]2CC)Sc2ccccc21	-2	3	6	-4	-0.1	-5	-2	-5	-5	32*
Cc1cc(OCCN2CCOCC2)ccc1[N+](=O)[O-]	-8	-2	8	8	-1.0	6	4	-11	5	-6
CCN(CC)c1ccc(/C=N/O)cc1	-3	3	-29	-2	-0.1	-15	-9	-3	-3	5
O=C(N[C@@H]1C[C@@H]2O[C@@H](CO)CC[C@@H]2O[C@@H]1CCc1ccc(-c2ccccc2)cc1)c1cnccn1	.	-8	-3	4	0.1	-11	1	-5	-1	.
COC(=O)Nc1ccc(S(=O)(=O)NC2CCS(=O)(=O)C2)cc1 (centres undefined)	3	1	-5	2	-0.2	0	-1	-5	5	10
CN1/C(=C/C(=S)NC(=O)C2CCC2)C(C)(C)c2ccccc21	6	4	0	-2	0.4	2	-2	5	1	-4
CCOC=C1SC(=S)N(c2ccccc2OC)C1=O	-6	-1	2	-8	-0.1	-17	-1	-5	-3	-10
OCC[C@H]1C[C@H](O)[C@@H](O)[C@]2(OCCc3ccccc32)O1	-17	1	1	5	0.5	-11	7	2	1	7
COc1ccc(CCNC(=O)C(=O)NCC2CCCO2)cc1OC (centres undefined)	2	3	0	3	0.0	-1	0	5	6	-4
O=C(NC1CCCN(Cc2ccc(Cl)cc2)C1)C1CCC1 (centres undefined)	-9	2	1	0	-0.5	6	0	4	-1	3
COC(=O)c1cc(NCc2ccc3c(c2)OCO3)ccc1N1CCOCC1	-6	0	-33	-59	-4.9	2	-16	-2	3	9
Nn1c(SCC(=O)NCCc2ccc(F)cc2)nnc1C1CCCCC1	-1	-4	-17	2	0.0	5	-11	-1	-3	3
Cc1c(NS(=O)(=O)c2ccc(S(=O)(=O)c3ccccc3)s2)c(=O)n(-c2ccccc2)n1C	1	8	-7	-3	0.3	0	-5	0	0	5
CCn1c(C)c(C(C)=O)c(N2CCN(c3ccccn3)CC2)nc1=S	14	-1	5	-5	0.0	5	-5	0	0	5
O=C(O)c1sc2ncccc2c1OCc1ccccc1	5	-3	-9	-4	-0.1	-1	-4	4	-1	-7
COc1ccc(-c2csc(Cc3nc(O)cs3)n2)cc1	6	1	-2	-10	-0.4	-8	0	8	1	-4
Cc1ccc(CNC(=O)CS(=O)(=O)c2cn(CC(=O)N3CCOCC3)c3ccccc23)cc1	2	2	-13	-1	0.0	11	-1	-12	1	4
O=C(COc1ccc(Br)cc1)NCCCNC(=O)c1ccncc1	-7	1	-9	0	0.0	9	-2	3	0	-2
COc1cccc(CNC(=O)Cn2c(=O)oc3ccccc32)c1OC	-16	1	-1	1	0.8	-6	0	7	-2	2
Cc1c(C)n(CC(O)CN2CCCCCC2)c2ccccc12 (centres undefined)	0	3	-2	0	0.0	0	-2	1	2	-4
CCOP(=O)(OCC)C(NC(=O)Nc1ccc(Cl)cc1)C(=O)N(CC)CC (centres undefined)	7	2	-1	1	-1.1	-7	-3	6	-3	-4
CCN(CC(=O)Nc1ccc2c(c1)OCCO2)C(=O)/C=C/c1ccc(F)cc1	-1	3	-10	-3	-0.4	-5	-1	-9	-5	-1
O=C(COC(=O)Cc1ccsc1)NCC1CCCCC1	0	1	1	0	-0.3	2	-3	10	-2	9
Cc1ccc(CN2C(=O)c3ccccc3NC23CCN(Cc2ccccc2)CC3)cc1	9	-2	-103	-20	-4.1	4	-32	0	-1	4
COc1ccc(Cc2noc(-c3ccccc3)n2)cc1OC	-2	13	1	1	0.0	12	-1	-1	3	7
CCCCc1ccc(NC(=O)OC)cc1	-2	-3	3	5	0.2	-2	0	7	0	2
CC(=O)Nc1ccc(S(=O)(=O)N2CCCN(S(=O)(=O)c3ccc(NC(C)=O)cc3)CC2)cc1	-4	0	4	8	0.1	-1	2	5	1	4
Nc1ccn([C@@H]2O[C@H](CNCc3cc(Cl)ccc3OCc3ccc(Cl)cc3)[C@@H](O)[C@H]2O)c(=O)n1	14	-7	1	1	-0.6	-5	-1	-9	5	-1
Cc1ccc2[nH]c3c(=O)n(Cc4ccncc4)cnc3c2c1	-16	-1	-89	-7	0.6	5	-34	7	3	5
COc1ccc(CCNC(=O)c2cc(C(C)C)on2)cc1OC	4	2	-1	1	0.4	-4	-3	0	-3	-1
O=C(NNC(=S)Nc1cccc(Cl)c1)c1ccccc1OC(F)F	-5	4	8	-7	-0.5	-3	4	6	-3	6
Cc1ccc(Cl)cc1NC(=S)Nn1cnnc1	-1	6	-5	-1	0.1	-8	-2	1	-2	2
COC(=O)c1cc2c(c3c4cc(C)ccc4n(S(=O)(=O)c4cccc(C)c4)c13)C(=O)N(Cc1ccccc1OC)C2	7	4	3	-7	-0.6	-11	3	4	7	11
CCOc1cc(C(=O)NC2=NCCS2)cc(OCC)c1OCC	8	1	-4	2	0.8	-8	3	2	1	12
CCCC/C(=N\NC(=O)c1ccc(Br)o1)c1ccccc1	-6	-7	1	-4	-0.1	-4	-3	10	-4	14
CC(=O)C1=C(c2ccccc2)NC(=O)NC1c1ccccc1OCC#N (centres undefined)	-1	-10	5	4	0.5	-12	5	-6	5	0
COCCCC1CCN(C(=O)C2CCC(=O)N(CCc3cccc(F)c3)C2)CC1 (centres undefined)	1	1	-2	1	0.5	-8	-2	6	-1	20
Cc1cc(Br)c(OCc2ccc(C(=O)N/N=C/c3ccc[nH]3)cc2)c(Br)c1	-3	-3	-29	-136	-5.3	7	-6	-2	1	-2
COc1ccc(C(=O)N/C(=C\c2cn(S(=O)(=O)N(C)C)c3ccccc23)C(=O)NCCN2CCOCC2)cc1	7	4	-3	-1	-0.4	-2	-4	1	-2	-6
O=C(Cc1ccccc1F)Nc1nc(-c2cccs2)cs1	13	11	17	-3	-0.2	-10	1	-3	-5	12
COc1ccc(-c2cnc(SCC(=O)Nc3nc(C(C)(C)C)cs3)n2Cc2ccco2)cc1	-5	-14	2	-8	0.5	5	1	-9	1	2

Part of the list above, as labelled records:
COc1ccc(C(=O)N/C(=C\c2cn(S(=O)(=O)N(C)C)c3ccccc23)C(=O)NCCN2CCOCC2)cc1
  ASAP1 inh = 7; DDE Tn6 FP inh = 4; ADAM10 inh = -3; PLC-gamma1 inh = -1; KLK7 zymogen act = -0.4; TDP2 absorb = -2; ADAM17 inh = -4; Tn7 DDE FP = 1; LEDGF integ inh = -2; ARFGAP1 inh = -6

O=C(Cc1ccccc1F)Nc1nc(-c2cccs2)cs1
  ASAP1 inh = 13; DDE Tn6 FP inh = 11; ADAM10 inh = 17; PLC-gamma1 inh = -3; KLK7 zymogen act = -0.2; TDP2 absorb = -10; ADAM17 inh = 1; Tn7 DDE FP = -3; LEDGF integ inh = -5; ARFGAP1 inh = 12

COc1ccc(-c2cnc(SCC(=O)Nc3nc(C(C)(C)C)cs3)n2Cc2ccco2)cc1
  ASAP1 inh = -5; DDE Tn6 FP inh = -14; ADAM10 inh = 2; PLC-gamma1 inh = -8; KLK7 zymogen act = 0.5; TDP2 absorb = 5; ADAM17 inh = 1; Tn7 DDE FP = -9; LEDGF integ inh = 1; ARFGAP1 inh = 2

Hits appear at their usual frequency (roughly 4.2% active in at least one column).
